Screening results as filed in PubChem BioAssay.
DAX1 inh-1 = NR0B1 (DAX1) inhibition; P51843; HEK293 Gal4-DAX1 luciferase reporter, luminescence; inhibition, % at 6.75 µM; 340,000 compounds, 0.99% hits; AID 504766;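 active = inhibition above the mean over all tested compounds plus 3 SD, cut at about 4.2% in these data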;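 note: 0% = DAX1-transfected cells with DMSO and 100% = empty-vector control cells with DMSO; inhibition shows as a rise in luminescence from relieved DAX1 repression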
Target sequence (P51843 207-470 limits assumed): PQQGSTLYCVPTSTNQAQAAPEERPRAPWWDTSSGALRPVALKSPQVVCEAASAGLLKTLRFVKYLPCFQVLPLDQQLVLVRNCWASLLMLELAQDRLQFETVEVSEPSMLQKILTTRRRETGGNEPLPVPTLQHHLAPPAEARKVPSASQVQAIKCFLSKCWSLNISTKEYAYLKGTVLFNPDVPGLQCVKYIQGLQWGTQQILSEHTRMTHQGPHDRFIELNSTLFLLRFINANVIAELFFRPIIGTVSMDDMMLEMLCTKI
DAX1 inh-2 = DAX1 (NR0B1) inhibition, primary screen; HEK293T StAR-luciferase reporter, SF-1/DAX-1 repression relief; AID 652010; inhibition, % at 6.8 µM; 370,000 compounds, 1.1% hits;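 active = inhibition above the mean over all tested compounds plus 3 SD, cut at about 3.6% in these data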;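 note: 0% = DAX-1 cells with DMSO and 100% = cells lacking DAX-1 with DMSO; higher inhibition means more luminescence from relief of DAX-1 repression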
GC-A act = GC-A (human) enzyme activation; 370,000 compounds, 0.14% hits; AID 1671463; P16066; activation, % at 10 µM; HEK293 GC-A cells, cGMP TR-FRET, EC30 ANP; 0% at EC30 ANP, 100% saturating ANP; in the data active = activation above about 40%
SMARCA2 act = SMARCA2 function activation, primary screen | MG213 cells, MMTV-luciferase reporter, dexamethasone, overnight | activation, % at 9.1 µM | 370,000 compounds, 1% hits | AID 652017; in the data active = activation above about 7.8%;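 note: 0% = vehicle wells and 100% = reference activator wells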
ssDAF-12 act = S. stercoralis DAF-12 activation, primary screen. HEK293 ssDAF-12/GRIP1 lit1-tk-luc reporter, luminescence; % of 3 µM dafachronic acid response. activation, % at 6.8 µM. 370,000 compounds, 1% hits. AID 652126;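 active = activation above the mean over all tested compounds plus 3 SD, cut at about 0.9% in these data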;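 note: 0% = DMSO-only wells and 100% = 3 µM delta7-dafachronic acid wells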
ADAM10 inh = inhibits human ADAM10. O14672. recombinant ADAM10, EDANS/DABCYL FRET peptide cleavage, 3 h. inhibition, % at 7 µM. 370,000 compounds, 0.62% hits. AID 720582;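 active = inhibition above a per-campaign cutoff equal to the mean of compounds falling between control-based bounds plus 3 SD, cut at about 20% in these data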;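 note: 0% = DMSO wells while the 100% control is not disclosed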
Target sequence (O14672 214-748 limits assumed): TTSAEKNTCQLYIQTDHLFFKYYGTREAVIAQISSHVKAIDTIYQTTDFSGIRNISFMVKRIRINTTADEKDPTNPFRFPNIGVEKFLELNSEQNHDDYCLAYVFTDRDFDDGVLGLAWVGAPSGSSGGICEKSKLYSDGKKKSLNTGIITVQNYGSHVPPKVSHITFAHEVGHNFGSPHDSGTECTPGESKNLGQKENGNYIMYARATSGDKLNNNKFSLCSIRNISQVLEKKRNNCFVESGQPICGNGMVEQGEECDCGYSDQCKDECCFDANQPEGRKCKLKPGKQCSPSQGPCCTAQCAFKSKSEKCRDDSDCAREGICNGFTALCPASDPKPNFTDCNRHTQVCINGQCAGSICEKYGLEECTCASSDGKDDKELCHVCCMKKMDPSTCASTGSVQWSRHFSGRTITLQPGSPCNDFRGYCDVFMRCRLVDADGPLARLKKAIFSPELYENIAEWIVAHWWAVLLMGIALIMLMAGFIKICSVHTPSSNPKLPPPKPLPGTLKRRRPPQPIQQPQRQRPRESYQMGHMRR
hgDAF12 agonist = hgDAF-12 agonism, primary luciferase screen | activation, % at 6.8 µM | 370,000 compounds, 1.8% hits | AID 687014 | HEK293 GAL4-hgDAF12 UAS-luciferase reporter, agonist luminescence; normalized to butyrate control;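 active = activation above a cutoff set at the mean of all screened compounds plus 3 SD, cut at about 10% in these data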;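 note: 0% = DMSO wells and 100% = sodium butyrate wells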
NPR2 activator = GC-B (human) receptor activation; P20594; HEK293-GC-B cells, CNP EC30, cGMP TR-FRET; 0% at EC30 CNP, 100% saturating CNP; activation, % at 10 µM; 370,000 compounds, 0.11% hits; AID 1920062;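 active = activation at 10 µM reaching about 35% in either raw or pattern-adjusted values, limit read from the data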
GAA850 FXN act = frataxin GAA850 promoter activation; HEK293 lucGAA850 FXN promoter luciferase reporter, 24 h; percent of 10 µM SAHA response; activation, % at 6 µM; 360,000 compounds, 0.56% hits; AID 540364;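 active = activation above the average of all compounds screened plus 3 SD, cutoff fixed separately per campaign, cut at about 7.5% in these data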;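 note: 0% = DMSO wells and 100% = 10 µM SAHA wells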
hcDAF12 agonist = activates DAF-12 receptor from parasite H. contortus | AID 652067 | HEK293 hcDAF-12 lit1-tk-luc reporter, luminescence; 0% DMSO, 100% Δ7-dafachronic acid | 370,000 compounds, 1.4% hits | activation, % at 6.8 µM;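 active = activation above the mean of all tested compounds plus 3 SD, cut at about 5.5% in these data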;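 note: 100% = response to 3 µM Δ7-dafachronic acid high control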
HGIII-sPLA2 inh = Inhibits HGIII-sPLA2 liposome hydrolysis, primary screen | QFRET BODIPY PC-A2 liposome hydrolysis, fluorescence | inhibition, % at 12.2 µM | 370,000 compounds, 0.56% hits | Q9NZ20 | AID 743126;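 active = inhibition above mean plus 3 SD of compounds lying within the high and low control bounds, cut at about 19% in these data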;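 note: 0% = median of test compound wells and 100% = no enzyme DMSO wells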
Active calls of the source: *; nt = not tested or not shown.

compound	DAX1 inh-1	DAX1 inh-2	GC-A act	SMARCA2 act	ssDAF-12 act	ADAM10 inh	hgDAF12 agonist	NPR2 activator	GAA850 FXN act	hcDAF12 agonist	HGIII-sPLA2 inh
CCO[C@H]1OC(C(=O)NC2CC2)=C[C@@H](C)[C@@H]1CCCO	1.0	0.9	2	0	-0.9	-6	3.7	-5	0.6	-1.3	6
CS(=O)(=O)Nc1ccc(-c2ccc(/C=C3\SC(N)=NC3=O)o2)cc1	1.6	0.0	-2	0	-0.6	-1	3.0	-3	0.8	1.7	-12
C[C@H](NC(=O)OC(C)(C)C)c1nnc(SCC(=O)Nc2ccc(Br)cc2)o1	-0.4	0.7	-2	-1	-1.7	1	-0.1	-2	-0.1	-1.4	-13
O=[N+]([O-])c1ccc2nc(SCc3cn4ccccc4n3)[nH]c2c1	-0.4	0.0	5	2	-1.2	5	4.2	0	3.0	-1.6	-2
COc1ccc(N2CC(O)=C(c3nc(-c4ccc(Cl)cc4)cs3)C2=N)cc1	0.5	1.1	-37	-5	-0.2	-10	12*	-16	-1.0	1.4	12
CN(C(=O)COC(=O)Cn1cnc2ccccc21)C1CCCCC1	-2.2	-0.2	2	-2	0.3	-4	1.1	1	-1.1	-1.2	0
COc1ccc(Br)cc1-c1noc(-c2ccncc2)n1	1.2	-0.8	2	0	-0.9	7	-2.1	-10	0.9	-1.1	9
COc1ccc(-c2nn(-c3ccccc3)cc2/C=C/C(=O)N2CCOCC2)cc1OC	-1.3	-1.1	-1	0	-1.6	-10	-4.7	5	3.1	-2.4	-9
O=[N+]([O-])c1ccc(S(=O)(=O)c2ccccc2)nc1	-4.1	-2.0	17	-10	-1.8	-7	-0.6	-1	-3.4	-1.5	1
COc1ccc2c(c1)NC1(O)c3ccccc3C(=O)C21O (configuration not stated)	-0.1	0.2	1	3	0.2	7	0.8	4	-0.3	-1.1	-1
O=C(O)c1cnc(-c2ccccc2)nc1Oc1ccc(Cl)cc1	0.9	-0.3	-7	-1	-0.3	-2	-2.4	1	2.5	-0.5	-1
Cc1cccc(-c2nc3c(c(SCC(=O)N4CCOCC4)n2)CCCC3)c1	-0.8	-0.1	-8	2	-0.4	1	-0.2	-7	0.1	-0.7	2
COC(=O)C1CCN(C(=O)COC(=O)c2ccc(OC)c(S(=O)(=O)N3CCCc4ccccc43)c2)CC1	0.1	1.0	-3	5	0.1	1	2.1	-3	1.1	0.8	-11
O=C(CNCc1ccccc1)NC1C2CC3CC(C2)CC1C3 (configuration not stated)	-0.5	1.0	-1	0	-0.4	5	0.9	6	3.4	-1.3	1
COC(=O)[C@]12CCCCC=C1N(Cc1ccccc1)C(=O)[C@H](CC(=O)NCCC(C)C)C2	nt	1.3	-1	-6	-1.4	-15	-5.0	2	nt	-0.8	7
CCN(CC)c1ccc(C(=C2C=CC(=[N+](CC)CC)C=C2)c2ccccc2)cc1	-6.7	-6.4	-44	-13	-3.4	-16	-22	39*	-15	-9.2	63*
CCOC(=O)[C@@]12CCCC3=C1N(CCC3)C(=O)[C@H]2CC(=O)N1CCOCC1	nt	0.1	-2	-3	-1.1	1	-3.0	0	nt	0.6	8
N#CC1(C(N)=O)OC12CCS(=O)(=O)c1ccccc12 (configuration not stated)	2.2	0.3	-2	6	-0.9	-6	-2.9	-3	-0.2	-0.1	-3
Cc1cccc(-c2nnc(NC(=O)c3cccs3)s2)c1	4.3*	-0.1	3	-3	-0.6	-2	-0.5	-3	0.5	-0.7	1
Cc1ccccc1N1C(=O)c2ccccc2C1O (configuration not stated)	-0.3	0.0	-1	-4	-1.4	-9	-0.2	6	0.7	-1.6	13
N=c1c2c(-c3ccccc3)c(-c3ccccc3)n(Cc3ccco3)c2ncn1CCCN1CCOCC1	0.4	0.1	-29	6	-0.9	-5	-1.6	-15	6.8	-0.8	-2
CC(/C=N/NC(=O)c1cc(-c2ccccc2)nc2ccccc12)=C\c1ccco1	-3.1	-1.4	-2	0	0.5	7	3.0	0	-0.1	-1.3	-4
CCn1c(Cc2ccccc2)nnc1SCC(=O)Nc1ccc(N)cc1	0.6	0.0	-3	7	-1.4	0	-2.3	0	-1.0	-0.9	-4
O=C(NC1CCCCN(Cc2ccc(Cl)cc2)C1=O)c1ccc(Br)cc1 (configuration not stated)	nt	-1.6	1	-2	-1.4	13	-3.0	-2	nt	-2.5	2
CCc1ccc(NC(=O)C2CCCN2S(=O)(=O)c2ccc3c(c2)n(C)c(=O)c(=O)n3C)cc1 (configuration not stated)	-2.2	-0.7	-3	-4	-1.2	-7	0.6	1	1.7	-1.4	2
CC(=O)N/C(=C/c1ccccc1)C(=O)NCCO	2.5	0.7	3	1	-0.6	3	-0.7	1	1.7	-2.4	0
Cc1cc(C)c(C)c(OCC(=O)NCc2nc(-c3ccccc3)no2)c1	0.1	-0.6	2	2	-0.9	5	-1.1	-9	0.0	-1.1	-8
CCc1cc2c(=O)n(-c3ccccc3)c(SCC(=O)O)nc2s1	-0.1	-0.2	-4	-5	-1.5	-2	-1.6	3	2.6	-1.6	12
O=C(O)c1ccccc1Nc1ccc2nonc2c1[N+](=O)[O-]	0.1	-0.4	-2	2	-0.9	7	0.1	1	-0.8	0.1	3
CN(C(=O)COC(=O)Cc1c(Cl)cccc1Cl)c1c(N)n(Cc2ccccc2)c(=O)[nH]c1=O	-0.9	1.2	-1	-2	-1.4	-11	-1.5	8	3.2	-1.2	1
COc1ccccc1NC(=O)N1CCN(c2ccccc2F)CC1	-0.3	-0.8	-4	-3	-1.5	-7	1.1	-3	-1.1	-2.4	2
CCC(OC(=O)c1cccs1)C(=O)NCc1ccc(C)cc1 (configuration not stated)	0.8	0.4	-6	0	-1.3	0	-0.8	2	-0.9	-1.1	0
Cc1c(N)c(=O)n(-c2ccccc2)n1C	-0.5	-0.1	4	1	-1.5	-6	5.6	0	0.1	1.0	-2
O=C(CCSCCC(=O)NCc1ccco1)NCc1ccco1	nt	0.2	-4	3	-1.3	0	1.4	4	nt	-1.2	3
Cc1ccc(OCC(=O)Nc2ccc(C(=O)Nc3ccccc3C(=O)O)cc2)cc1C	-1.2	1.6	1	-2	-0.2	-5	11*	-7	1.6	0.3	-8
CC(C)C(=O)NC(c1ccco1)c1c(O)ccc2ccccc12 (configuration not stated)	-0.2	-0.2	-12	-2	-1.1	-83	-1.4	-6	-0.1	-1.2	-11
O=C(NNC(=O)c1ccncc1)Nc1ccc(Br)cc1	4.0	1.2	7	-4	-0.7	-3	2.7	4	0.2	0.3	-9
COc1ccc(N2CC(O)=C(c3nc4ccccc4s3)C2=N)cc1	-1.2	-0.8	-5	4	-2.1	-13	-5.2	-10	-1.9	-2.0	8
COC(=O)C[C@@H]1CC[C@@H]2[C@@H](COc3ccc(NS(=O)(=O)c4ccc(F)cc4)cc3C(=O)N2C)O1	nt	0.0	4	-1	-0.4	5	-1.8	9	nt	-0.7	5
COc1cc(F)ccc1-c1cc(C(=O)NCc2ccc(C(F)(F)F)cc2)[nH]n1	nt	0.4	1	-2	-1.5	8	-1.8	4	-0.9	-1.1	-1
COc1ccc(N2C(=O)CC(N3CCN(c4ccccc4OC)CC3)C2=O)cc1 (configuration not stated)	-1.1	0.7	2	0	-1.4	-2	-0.8	1	-0.5	-0.9	7
CNC(=O)COc1ncnc2sccc12	0.7	0.9	6	-1	-1.1	-3	-0.6	0	1.2	-0.7	8
O=C(NCCC1=CCCCC1)C1CCN(S(=O)(=O)c2cnc[nH]2)CC1	-1.0	1.3	1	1	-0.8	4	1.0	0	4.0	-0.1	-11
CCc1nnc(NC(=O)C2CCN(c3nc(C)cc(C)n3)CC2)s1	-0.1	-0.2	1	0	-0.6	-6	-1.4	2	1.3	-0.6	0
O=C(NC1CC1)c1c[nH]c2ccc(S(=O)(=O)Nc3cccc(C(F)(F)F)c3)cc2c1=O	1.0	-0.3	8	-3	-2.0	-16	-1.2	7	-1.6	0.6	-19
O=C(NC(=O)c1c(F)cccc1F)Nc1ccccc1SC(F)F	0.2	-1.0	1	-1	-1.2	5	2.1	-5	0.7	-0.3	-1
CC(C)Oc1ccc(C(=O)NC2CCN(Cc3ccccc3)CC2)cc1	-1.2	-0.8	1	-3	-0.9	-6	-3.8	-1	-0.7	-1.7	3
COC(=O)c1cc(NC(=O)CN(C)C2CCS(=O)(=O)C2)cc(C(=O)OC)c1 (configuration not stated)	-0.1	0.2	-16	-6	-1.5	-11	-2.9	-2	0.8	1.1	10
CCOC(=O)C(N=Nc1nn[nH]n1)C(C)=O (configuration not stated)	-1.2	-1.2	-1	2	-0.8	-15	2.4	-1	-1.5	-1.0	0
c1ccc(OCc2nc3c4c(ncn3n2)-c2ccccc2CC42CCCC2)cc1	1.0	0.5	4	-2	-0.2	-12	-0.5	1	-1.8	1.4	15
COc1ccnc2c1c(=O)n(Cc1c(F)cccc1Cl)c(=O)n2C	-0.1	0.9	8	-1	-1.5	-6	-1.4	5	0.1	-1.6	3
